# L3MBTL1 block: inhibitors of human L3MBTL1; Q9Y468; AlphaScreen L3MBTL1–H3K9me1 peptide binding; Potency, µM (series often up to 57.1 µM), for inactives: at the highest dose activity, negative = inhibition, most hits filed as inhibitors; 0.66% of 230,000 active; AID 485360; also: nearly all actives have a fitted effect of over 60% in size
#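 L3MBTL1 50 nM + b-AHA-H3(1-15)K9me1 75 nM, 30 min RT; compound added, 30 min RT; streptavidin donor/Ni-chelate acceptor beads 10 ug/mL each final, 30 min RT dark; AlphaScreen read.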
# RECQ1 inh: inhibitors of human RECQ1 DNA helicase. 0.54% of 240,000 active. RECQ1 DNA unwinding, red fluorescence kinetic read. P46063. Potency, µM (highest dose often 57.3 µM), inactives show at the top dose activity, negative = inhibition, usual class: inhibitors;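 also: plate controls were vehicle for no effect and no enzyme for full effect; nearly all actives have a fitted effect of over 30% in size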
#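 50 nM RECQ1T1 preincubated 15 min with compound in Tris pH 8.0 buffer with MgCl2, DTT, Tween-20 and 2.5 ug/ml poly(dI-dC); started with 200 nM TAMRA/BHQ-2 forked duplex and 2 mM ATP. Unwinding read as fluorescence (525/598 nm), two reads 2 h apart.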
# TR SRC2 fluor cs: Texas Red fluorescence interference in TRb-SRC2 counter-screen; TRb/SRC2 Texas Red total fluorescence interference; Potency, µM (series often up to 106 µM), without a hit: at the highest dose fluorescence change, negative = quenching; 0.29% of 280,000 active; AID 1479; active = well fitted curve in either direction with a large enough effect; inconclusive = small, poorly fitted or top-dose-only effect
#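 Human TRβ ligand-binding domain (0.6 uM) and Texas Red SRC2 peptide (20 nM) in Tris buffer with 1 uM T3 and 5% DMSO were incubated with pinned compound for 5 hr at ambient temperature. Total fluorescence was computed as S + 2P (555/632 nm).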
# GoLoco inh red: inhibitors of human Gai1-RGS12 GoLoco interaction (red fluorophore). P63096. Gai1:RGS12 GoLoco peptide FP, rhodamine, 10 min. Potency, µM (top dose mostly 61.6 µM), for inactives: at the highest dose activity, negative = inhibition, most hits filed as inhibitors. 0.44% of 230,000 active; active = well fitted inhibition curve with a large enough effect, not every such curve was filed as active; inactive = no such curve, though single readings can be large or run the other way; also: nearly all actives have a fitted effect of over 30% in size; many of its hits are not listed in these tables
# Target sequence (P63096 whole entry, looked up): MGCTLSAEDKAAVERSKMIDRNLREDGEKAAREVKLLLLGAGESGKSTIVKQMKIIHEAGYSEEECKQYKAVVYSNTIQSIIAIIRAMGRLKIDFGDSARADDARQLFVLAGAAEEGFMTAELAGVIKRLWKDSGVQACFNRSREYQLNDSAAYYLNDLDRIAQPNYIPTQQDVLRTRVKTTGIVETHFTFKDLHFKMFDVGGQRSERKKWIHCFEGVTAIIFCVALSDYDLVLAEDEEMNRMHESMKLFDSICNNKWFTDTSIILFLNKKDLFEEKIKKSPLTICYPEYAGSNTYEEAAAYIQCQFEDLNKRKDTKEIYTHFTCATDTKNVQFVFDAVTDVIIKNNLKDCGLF
# JMJD2E inh: blocks human JMJD2E demethylase activity | Potency, µM (series often up to 57.1 µM), inactives show at the highest dose activity change, negative = inhibition, hits mostly inhibitors | B2RXH2 | JMJD2E catalytic domain, FDH-coupled NADH fluorescence (FDH is formaldehyde dehydrogenase) | 1.6% of 230,000 active | AID 2147; active = well fitted inhibition curve with a large enough effect, not every such curve was filed as active; inconclusive = small, poorly fitted or top-dose-only effect, or another doubt; inactive = no such curve, though single readings can be large or run the other way;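 also: 0% = wells with enzyme and -100% = buffer wells without enzyme; nearly all actives have a fitted effect of over 50% in size; many of its hits are not listed in these tables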
# Target sequence (B2RXH2 1-337 limits assumed): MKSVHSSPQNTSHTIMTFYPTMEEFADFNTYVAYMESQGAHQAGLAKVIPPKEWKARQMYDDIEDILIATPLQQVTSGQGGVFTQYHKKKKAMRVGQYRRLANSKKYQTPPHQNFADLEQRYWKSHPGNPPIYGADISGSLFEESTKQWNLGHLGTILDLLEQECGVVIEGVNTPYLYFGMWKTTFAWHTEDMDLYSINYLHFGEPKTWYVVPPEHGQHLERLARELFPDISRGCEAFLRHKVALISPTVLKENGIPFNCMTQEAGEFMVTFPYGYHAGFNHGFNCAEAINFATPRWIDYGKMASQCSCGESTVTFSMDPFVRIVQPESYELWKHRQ
# Tau FP inhib: tau fibrillization inhibition (FP); P10636; K18 P301L tau heparin fibrillization, Alexa594 FP, 6 h; Potency, µM (highest dose often 57.7 µM), for inactives: top-dose activity, negative = inhibition, most hits filed as inhibitors; 0.39% of 280,000 active; AID 1468; also: nearly all actives have a fitted effect of over 55% in size
# Target sequence (P10636 561-689 P618L limits assumed): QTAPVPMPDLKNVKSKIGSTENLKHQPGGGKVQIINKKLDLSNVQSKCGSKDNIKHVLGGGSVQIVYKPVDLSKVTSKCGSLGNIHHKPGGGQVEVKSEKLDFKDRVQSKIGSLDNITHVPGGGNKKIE
#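 K18 P301L tau (15 uM unlabeled/0.24 uM Alexa 594-labeled, final) + compound + heparin 20 uM final; 100 mM NaOAc pH 7; 6 hr 37 C; ThT 30 uM final added, 1 hr RT; FP ex 555/em 632 nm.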
# TRb-SRC2 inh: disrupts binding of human TR beta to SRC2; TRbeta-SRC2 peptide binding, fluorescence polarization; receptor liganded with 1 µM T3; Potency, µM (titrated, usually from 106 µM), for the others: at the top dose activity change, negative = inhibition, most hits filed as inhibitors; P10828; 0.065% of 280,000 active;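 also: plate controls were bound peptide for no effect and peptide without receptor for full effect; nearly all actives have a fitted effect of over 50% in size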
#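 Read-out is fluorescence polarization (555 nm excitation, 632 nm emission) of a Texas Red SRC2 coactivator peptide; loss of signal reflects blocked binding to human TRb ligand-binding domain in the presence of 1 uM T3.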
# Tau ThT inhib: tau fibrillization inhibition (ThT binding); P10636; recombinant tau K18 P301L (four-repeat tau fragment), heparin-induced fibrillization, ThT fluorescence; Potency, µM (titrated, usually from 57.4 µM), inactives show top-dose activity, negative = inhibition, most hits filed as inhibitors; 2.1% of 270,000 active; AID 1460; also: nearly all actives have a fitted effect of over 55% in size
#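 Tau K18 P301L fragment (15 uM unlabeled plus 0.24 uM Alexa 594-labeled) in 100 mM sodium acetate pH 7 with compound, fibrillization induced by 20 uM heparin for 6 hr at 37 C. Thioflavin T (30 uM) added, fluorescence read after 1 hr (ex 450, em 510 nm).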
# An asterisk follows results filed as active; i = inactive; ? = inconclusive; / = no result given; & = joins results of further samples; [ ] = remark or other dose. Unless noted, calls follow the shape of the dose curve; as a rule, active = well fitted curve in the direction sought with a large enough effect; inconclusive = small, poorly fitted or top-dose-only effect, or another doubt; inactive = no such curve, though single readings can be large; an effect the other way counts as inactive or inconclusive. Unless noted, % is scaled to controls: 0 for no effect and ±100 for the full control effect; potency is read from the fitted curve at half-maximal effect.
SMILES,L3MBTL1 block,RECQ1 inh,TR SRC2 fluor cs,GoLoco inh red,JMJD2E inh,Tau FP inhib,TRb-SRC2 inh,Tau ThT inhib
CCn1cc(C(=O)OC)c(=O)c2cc(S(=O)(=O)N(C)C3CCCCC3)ccc21,/,0%,-2%,-1%,-8%,3%,10%,6%
CCOC(=O)c1cnc(SC)nc1Oc1cccc(NC(=O)c2cccc(Cl)c2Cl)c1,1%,i,-5%,6%,6%,6%,-2%,-17%
CN(C)S(=O)(=O)c1cc(NC(=O)[C@H](Cc2ccccc2)N2C(=O)c3ccccc3C2=O)ccc1Cl,-6%,-6%,0%,1%,-3%,-11%,-6%,0%
COc1ccc(C(=O)CSc2nnc(CN3CCCC3)n2-c2ccc(F)cc2)c(OC)c1,-10%,0%,0%,-27%,-5%,13%,8%,-2%
CC(=O)Nc1ccc(NC(=O)CSc2nnc3c4cc(Br)ccc4n(C)c3n2)cc1,/,/,-12%,/,/,-6%,-2%,?
COC(=O)c1ccc2c(c1O)C(=O)c1ccccc1C2=O,/,-7%,-4%,-2%,8%,-3%,5%,5.6µM*
COc1cc(S(=O)(=O)Nc2ccccc2C)ccc1NC(=O)c1ccncc1,-1%,0%,1%,-4%,-5%,-8%,-4%,-5%
COCCNC(=S)N1CCC(NC(=O)c2ccco2)CC1,12%,i,0%[53 µM],8%,-2%,1%,4%[53 µM],4%
COC(=O)CSc1nc(C)c(Oc2ccccc2)c(=O)[nH]1,2%,i,-1%,1%,8%,-3%,-7%,-8%
CS(=O)(=O)Nc1nnc(C2CCCC2)s1,0%,i,-5%,3%,-14%,-11%,-3%,-11%
CC(C)Cn1c(N)c(C(=O)COC(=O)c2cc(C3CC3)nc3ccccc23)c(=O)n(C)c1=O,2%,-18%,1%&-1%,4%&37%,?,?,8%&3%,-16%&-15%
Cc1ccc(SCCNS(=O)(=O)c2ccc3c(c2)OCCO3)cc1,12%,-4%,-4%,0%,-10%,5%,-2%,5%
COc1cc2c(cc1NC(=O)COC(=O)/C=C/c1ccc([N+](=O)[O-])cc1)oc1ccccc12,/,i,4%,0%,-2%,-4%,1%,1%
O=C(Nc1ccc2c(c1)CCCN2C(=O)c1cccs1)c1ccccc1C(F)(F)F,/,/,1%,/,/,4%,7%,5%
CC(=O)c1ccc(NC(=O)Cn2c(=O)cc(C)c3c(C)nn(-c4cccc(F)c4)c32)cc1,/,/,-2%,/,/,?,3%,-16%
COc1ccc(N2C(=O)NC3CC2(C)Oc2ccccc23)cc1OC (stereo unspecified),?,-5%,-3%,-2%,5%,-3%,-1%,-8%
N#Cc1nc(-c2ccco2)oc1NCCc1ccccc1,-11%,-16%,-1%,8%,?,11%,6%,?
c1ccc(-n2nnnc2-c2cnc(-c3cccnc3)nc2-c2cccs2)cc1,-4%,i,-3%,-7%,?,0%,10%,-12%
CCOC(=O)c1cc2c(=O)n3cccc(C)c3nc2n(C)c1=N,-1%,i,0%,-5%,?,-4%,-5%,-9%
Cc1ccc(S(=O)(=O)NCCOc2nc(N(C)C)nc(N3CCOCC3)n2)cc1,-11%,-2%,2%,0%,-6%,1%,2%,0%
COc1ccc2c(c1)c1c(c(=O)n(-c3cc(Cl)ccc3C)c(=O)n1CC(=O)N1CCCC1)n2C,/,/,-1%,/,/,-1%,0%,0%
CN(Cc1ccccc1)C(=O)COC(=O)C1=NNC(=O)CC1,-8%,11%,0%,-4%,9%,?,-3%,3%
C=COCCn1c(=N)n(CCC)c2ccccc21,5%,-4%,-7%,/,?,28µM*,-1%,-4%
CCOc1cc(CNC(=O)c2ccc(C)c(NC(=O)c3nsc4ccccc34)c2)ccc1OC,/,/,0%,/,/,6%,-6%,-2%
CC(C)COc1ccc(C(=O)Nc2cc3nn(-c4ccccc4)nc3cc2Cl)cc1,/,/,-7%,/,/,-17%,3%,-11%
Cc1cccc(N=C2NC(=O)S/C2=C\c2ccco2)c1,?,-5%,-7%,3%,-27%,7%,10%,?
CCOc1cc(CNc2ccc3[nH]c(=O)[nH]c3c2)ccc1OCC(=O)NC(C)(C)C,0%,-9%,0%,3%,?,?,-3%,13µM*
CCCc1nnc(NC(=O)C(=O)NCCN(C)C)s1,-1%,4%,-3%,-2%,?,1%,-4%,-1%
COC(=O)[C@H](Cc1ccccc1)NC(=O)Nc1ccc(C)cc1,/,-3%,1%,-4%,-1%,-1%,-15%,2%
Cc1c(O)nc2ccccn2c1=O,3%,i,-5%,8%,-1%,1%,3%,-8%
Cc1ccc(S(=O)(=O)N2CCCC2C(=O)OCc2ccco2)cc1 (stereo unspecified),/,0%,-2%,46%[activator],?,?,-5%,28µM*
CCCCC(=O)N(Cc1ccc2c(c1)OCO2)Cc1nc2ccccc2c(=O)[nH]1,2%,-8%,-1%,-5%,7%,-7%,-2%,-16%
O=C(N/C=C/c1ccco1)OCc1ccccc1,-12%,-12%,-2%,67%[activator],-23%,-10%,0%,?
CCCc1[nH]nc2c1C(c1ccc(OC(=O)N3CCOCC3)cc1)C(C#N)=C(N)O2 (stereo unspecified),0%,0%,0%,-4%,-4%,-3%,-3%,-14%
COc1ccc(Cl)cc1NC(=S)NNC(=O)CC(C)C,3%,i,-3%,3%,1%,-1%,-4%,3%
COCC(C)NC(=O)c1cccc(Cl)c1 (stereo unspecified),/,-3%,1%,-1%,-1%,1%,-2%,-7%
COc1ccc(-n2nc3cc(C)c(NC(=O)Cc4ccc(Cl)cc4)cc3n2)cc1,/,/,0%,/,/,4%,-5%,-13%
COCCCNC(=S)N1CCN(c2ccc([N+](=O)[O-])cc2)CC1,4%,-6%,1%,9%,14%,5%,1%,?
OCc1c[nH]c2ccccc12,-7%,-9%,-1%&-1%,1%&-13%,2%,0%,-3%&4%,-10%
Cc1coc2c(C)c3oc(=O)c(CCC(=O)NCCc4ccc(Cl)cc4)c(C)c3cc12,/,/,-2%,/,/,-4%,2%,-1%

# One compound at a time (already shown):
# OCc1c[nH]c2ccccc12 as listed: L3MBTL1 block: -7%; RECQ1 inh: -9%; TR SRC2 fluor cs: -1%&-1%; GoLoco inh red: 1%&-13%; JMJD2E inh: 2%; Tau FP inhib: 0%; TRb-SRC2 inh: -3%&4%; Tau ThT inhib: -10%
# CN(Cc1ccccc1)C(=O)COC(=O)C1=NNC(=O)CC1 as listed: L3MBTL1 block: -8%; RECQ1 inh: 11%; TR SRC2 fluor cs: 0%; GoLoco inh red: -4%; JMJD2E inh: 9%; Tau FP inhib: ?; TRb-SRC2 inh: -3%; Tau ThT inhib: 3%
# Cc1cccc(N=C2NC(=O)S/C2=C\c2ccco2)c1 as listed: L3MBTL1 block: ?; RECQ1 inh: -5%; TR SRC2 fluor cs: -7%; GoLoco inh red: 3%; JMJD2E inh: -27%; Tau FP inhib: 7%; TRb-SRC2 inh: 10%; Tau ThT inhib: ?

# Gathered by group: those above with two or more sulfur atoms
SMILES,L3MBTL1 block,RECQ1 inh,TR SRC2 fluor cs,GoLoco inh red,JMJD2E inh,Tau FP inhib,TRb-SRC2 inh,Tau ThT inhib
CS(=O)(=O)Nc1nnc(C2CCCC2)s1,0%,i,-5%,3%,-14%,-11%,-3%,-11%
Cc1ccc(SCCNS(=O)(=O)c2ccc3c(c2)OCCO3)cc1,12%,-4%,-4%,0%,-10%,5%,-2%,5%

# (next part)
SMILES,L3MBTL1 block,RECQ1 inh,TR SRC2 fluor cs,GoLoco inh red,JMJD2E inh,Tau FP inhib,TRb-SRC2 inh,Tau ThT inhib
CCNC(=S)NNC(=O)Cc1ccccc1,6%,-3%,-3%,-2%,5%,5%,-11%,5%
CC1=C(C(=O)OC(C)C)C(c2cccs2)NC(=S)N1 (stereo unspecified),0%,-10%,-4%,-2%,1%,-13%,-2%,-1%
CCc1ccc(NC(=O)C(=O)NCC(c2ccc3c(c2)OCO3)N2CCOCC2)cc1 (stereo unspecified),/,/,-18%,/,/,-12%,2%,0%
O=c1ccc2cc(O)c(O)cc2o1,-8%,-3%,-12%,-55%,?,-8%&-11%,1%,?
CSc1nsc(/C=C/Nc2ccc(C)cc2)c1C#N,/,i,0%,85%[activator],1%,-3%,-24%,19%
CCOC(=O)C1=C(c2ccccc2)OC(N)=C(C#N)C1c1cccs1 (stereo unspecified),2%,-13%,-10%,-14%,?,-10%,4%,0%
O=C(O)c1cc(Nc2nc(N3CCOCC3)nc(N3CCOCC3)n2)ccc1Cl,-1%,-2%,-9%,4%,0%,5%,-3%,-8%
COc1cc(S(=O)(=O)Nc2ccccc2)ccc1N=Cc1c(C)[nH]n(-c2ccc(C)cc2)c1=O,-7%,-7%,6%,1%,2%,0%,12%,?
COc1ccc(Cn2c(=S)[nH]c3cc(C(=O)NCc4cccnc4)ccc3c2=O)cc1,21%,-4%,-3%,3%,3%,-9%,-3%,-12%
O=C(CCn1nc(-c2ccc(Cl)cc2)c2ccccc2c1=O)Nc1ccc(OC(F)(F)F)cc1,/,/,-87%[53 µM],/,/,-18%,-25%[53 µM],-1%
Cc1cccc(NC(=O)Cc2ccc(-n3c(C)nc4cccnc43)cc2)c1C,/,/,0%,/,/,-9%,-6%,-7%
CCOC(=O)c1c(C)[nH]c(C)c1S(=O)(=O)N(C)CC(=O)NCc1cccc(Br)c1,/,/,-2%,/,/,2%,5%,-13%
COCCCn1c(SCc2cccc(C(F)(F)F)c2)nc2cc(OC)c(OC)cc2c1=N,-5%,-6%,2%,6%,6%,5%,10%,12%
CC(C)N(CC#CC(O)(c1ccccc1)c1ccccc1)C(C)C,11%,i,-3%,6%,6%,-1%,-4%,-3%
CCOC(=O)c1sc2nc(N3CCOCC3)c3c(c2c1N)CC(C(C)C)OC3 (stereo unspecified),2%,-1%,-6%,0%,?,4%,-8%,-5%

# High-throughput results: PubChem BioAssay, National Center for Advancing Translational Sciences (NCATS)

# Only part of the results is shown, so the mix of outcomes need not match the whole.
